# Source: PubChem
# MEKK3 PB1 HTS: raises or lowers MEK5 binding to the human MEKK3 PB1 domain; Q99759; bead-based flow cytometry, Alexa488-MEK5 binding to MEKK3; actives lie on both sides; 0 = blocked by unlabeled MEK5, 100 = vehicle; binding response (% of control), % at 10 µM; actives 1.4% (n = 290,000); AID 1529;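 active = binding response more than 3 SD above or below the average of its plate-row segment, actives on both sides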;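 note: Alexa488 bead fluorescence after subtracting the streptavidin-only scavenger bead signal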
# Target sequence (Q99759 whole entry, looked up, the tested form may be a part): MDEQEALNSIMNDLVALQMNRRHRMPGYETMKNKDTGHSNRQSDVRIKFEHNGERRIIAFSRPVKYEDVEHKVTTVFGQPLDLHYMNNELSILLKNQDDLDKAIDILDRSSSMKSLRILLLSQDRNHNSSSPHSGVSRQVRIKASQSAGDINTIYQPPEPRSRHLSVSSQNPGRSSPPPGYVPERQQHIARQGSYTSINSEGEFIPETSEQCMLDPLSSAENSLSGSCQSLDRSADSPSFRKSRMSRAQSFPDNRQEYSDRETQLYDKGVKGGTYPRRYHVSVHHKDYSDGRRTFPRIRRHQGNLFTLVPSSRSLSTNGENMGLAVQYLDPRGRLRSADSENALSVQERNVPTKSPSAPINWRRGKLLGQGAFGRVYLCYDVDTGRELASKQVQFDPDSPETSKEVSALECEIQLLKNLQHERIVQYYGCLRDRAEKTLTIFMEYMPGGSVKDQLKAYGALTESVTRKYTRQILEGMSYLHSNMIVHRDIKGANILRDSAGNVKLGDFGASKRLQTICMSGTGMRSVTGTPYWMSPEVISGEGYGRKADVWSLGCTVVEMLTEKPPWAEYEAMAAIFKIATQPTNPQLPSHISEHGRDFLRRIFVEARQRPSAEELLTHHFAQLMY
# CRFR2-BP antag: blocks CRF-induced signaling of the CRF-BP/CRF-R2 complex; HEK293 CRF-R2/CRF-BP, CRF-induced calcium fluorescence; inhibition, % at 11.8 µM; actives 0.59% (n = 350,000); AID 588475;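 active = inhibition of the ligand-induced calcium signal above about 50% at the single tested concentration, limit read from the data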
# HCV NS3 hel inh: blocks Hepatitis C virus NS3 helicase unwinding | NS3 helicase DNA unwinding, Cy5 molecular beacon fluorescence | inhibition, % at 10.9 µM | actives 0.56% (n = 290,000);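 active = inhibition above the mean of all tested compounds plus 3 SD, set per campaign, cut at about 35% in these data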;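 note: 0% = DMSO wells and 100% = thioflavine S control wells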
#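 System: NS3 helicase fragment of HCV / Schedule: 1 h at 25 °C / Control set: DMSO alone as 0% and 110 µM thioflavine S as 100% / Reagent: Cy5/quencher beacon DNA duplex and ATP to start / Technique: Cy5 fluorescence / Replication: singlicate / Evaluation: % inhibition of end-to-start signal ratio versus controls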
# MEKK2 mut-MEK5: signal of MEK5 binding to mutant human MEKK2 PB1 domain | bead flow cytometry, Alexa488-MEK5 binding to MEKK2 mutant | percent response, % at 10 µM | actives 0.35% (n = 290,000); in the data active = percent response above about 24%, passing the limit was not always enough; note: inactives centre near 1; some results filed as inactive read as strong as hits
# CRFBP-R2 agonist: CRF-BP/CRF-R2 complex agonism; HEK293 CRF-R2/CRF-BP, calcium dye fluorescence (FLIPR); percent of saturating CRF peptide response; activation, % at 13.2 µM; actives 0.46% (n = 350,000);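 active = activation of at least 50%, plus an integration ratio under a set limit after plate pattern correction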;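 note: plate controls were neutral control wells without compound for no effect and CRF at EC100 for full effect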
# SUMO HTRF inh: inhibitors of human SUMOylation (UBC9); P63279; HTRF SUMOylation assay, SAE1/SAE2 + UBC9, in vitro; inhibition, % at 35 µM; actives 0.36% (n = 290,000); AID 2006; in the data active = inhibition above about 50%, passing the limit was not always enough; note: strong numbers were not always called active
# Target sequence (P63279 whole entry, looked up): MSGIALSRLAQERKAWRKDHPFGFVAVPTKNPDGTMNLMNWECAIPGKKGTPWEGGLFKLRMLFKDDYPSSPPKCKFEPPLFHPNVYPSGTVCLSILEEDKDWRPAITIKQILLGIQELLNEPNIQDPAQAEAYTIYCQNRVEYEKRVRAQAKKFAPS
# GalR3 antagonist: antagonists of human GalR3. actives 0.44% (n = 360,000). O60755. inhibition, % at 3 µM. HEK293 GalR3-CNG cAMP membrane potential fluorescence; galR3 body fused to GalR1 C-terminus;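 active = inhibition above the screen-wide average plus 3 SD, cut at about 13% in these data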;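 note: forskolin and galanin both at EC90 stimulate the cells; cAMP rise reported by CNG channel membrane potential dye signal; 0% = forskolin plus galanin with DMSO and 100% = forskolin alone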
# Target sequence (O60755 1-299 limits assumed): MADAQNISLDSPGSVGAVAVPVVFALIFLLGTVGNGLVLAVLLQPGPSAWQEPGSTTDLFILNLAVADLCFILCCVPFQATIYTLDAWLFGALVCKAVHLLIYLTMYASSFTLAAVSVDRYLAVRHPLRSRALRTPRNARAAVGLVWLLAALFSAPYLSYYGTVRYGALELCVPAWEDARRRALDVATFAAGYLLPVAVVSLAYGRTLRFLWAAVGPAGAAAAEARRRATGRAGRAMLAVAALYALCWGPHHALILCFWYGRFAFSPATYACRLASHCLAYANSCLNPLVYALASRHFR
# FID counter: displaces DNA intercalator in HCV helicase counter-screen | AID 1845 | actives 0.17% (n = 290,000) | DNA fluorescent intercalator displacement, fluorescence | inhibition, % at 7.9 µM; in the data active = inhibition above about 37%;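 note: 0% = vehicle and 100% = reference compound; higher means more ethidium bromide displaced from hairpin DNA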
# MEKK2 WT-MEK5: raises or lowers MEK5 binding to wildtype human MEKK2 PB1 domain; Q9Y2U5; binding response (% of control), % at 10 µM; bead flow cytometry, Alexa488-MEK5 binding to MEKK2 WT; actives lie on both sides; actives 1.1% (n = 290,000); in the data active = binding response below about 67% or above about 130%
# * hit, by the source's call; / = no result given; [ ] = dose if it differs, or a comment.
SMILES,MEKK3 PB1 HTS,CRFR2-BP antag,HCV NS3 hel inh,MEKK2 mut-MEK5,CRFBP-R2 agonist,SUMO HTRF inh,GalR3 antagonist,FID counter,MEKK2 WT-MEK5
COc1ccc(O[C@H]2C=C[C@@H](c3ccccc3)O[C@@H]2CO/N=C(\C)CCC(=O)OC[C@H]2O[C@H](c3ccccc3)C=C[C@@H]2Oc2ccc(OC)cc2)cc1,105,/,23,-6,/,-3,/,-12,99
CCc1ccc(OCC(=O)N/N=C2\CC(=O)c3ccccc32)cc1,95,/,11,-6,/,87*,/,-13,93
O=C(c1cn(-c2ccccc2)nc1-c1ccccc1)N1CCN(c2ccccn2)CC1,98,-16,-14,-5,0.9,-12,0,-31,94
O=C(CC1SCCNC1=O)Nc1cccc(C(F)(F)F)c1 (stereo not drawn),95,3,-12,-7,0.9,0,-1,-2,92
Cc1cccc(N(CC(=O)NC2CCCC2)C(=O)CNC(=O)c2ccco2)c1C,100,-2,7,1,-0.1,2,-3,-31,96
c1ccc(-n2cnc3cc(NCc4ccccn4)ccc32)cc1,90,14,-20,-3,-0.3,16,-2,-3,95
CCOc1cc(NC(=S)N2CCC(C(N)=O)CC2)c(C(=O)OC)cc1OCC,104,1,6,5,-2.3,22,-6,-9,103
CSc1ccc(NC(=O)Nc2cc(C)ccn2)cc1,91,-20,-3,12,0.5,16,-10,-9,111
O=C(OCC(=O)N1CCCCC1)c1cc(NS(=O)(=O)c2ccc(Cl)c([N+](=O)[O-])c2)ccc1O,99,-3,10,18,-3.5,19,-7,-4,112
O=C(NNC(=O)c1cc(Cl)ccc1O)c1cccs1,99,11,8,-8,0.6,-10,-7,-3,96
COc1ccccc1CNC(=O)c1ccc(NS(C)(=O)=O)cc1,102,-10,-1,1,-0.4,7,4,-2,101
ON1C2CCCCC2N(O)C1c1ccccc1C(F)(F)F (stereo not drawn),107,-5,1,16,-0.4,10,-1,-1,113
CCOC(=O)Cn1cc(C(=O)c2cccs2)c2ccccc21,107,-12,-9,1,0.5,-4,-5,-7,112
O=C(NC(=S)N1CCN(c2ccccn2)CC1)c1ccco1,98,-1,2,-8,-1.5,-6,-4,9,95
O=C(Nc1cc(=O)[nH]c2nc(-c3ccccc3)nn12)c1ccc(Cl)cc1,92,-6,3,-22,0.9,9,-6,-2,80
Cc1ccc2cc3cc(C(=O)NCCCN4CC(C)CC(C)C4)oc3nc2c1 (stereo not drawn),106,-1,-41,13,-1.1,28,-2,22,127
CC(C)(C)c1ccc(/C=N/NC(=S)Nc2cccnc2)cc1,100,/,12,-2,/,6,/,-25,94
COc1ccc(-c2cc(C(=O)NCCCn3ccnc3)no2)cc1,104,-5,-11,1,-1.0,32,0,2,104
COc1ccc(NC(=O)c2cccnc2C(=O)O)c(OC)c1,89,-4,-1,-6,-0.8,21,1,6,92
COc1ccc2c(c1)CCCN2S(=O)(=O)c1ccc(Cl)cc1,106,24,-11,10,0.6,-2,-5,-8,106
CC1(C)C(c2ccco2)=[N+]([O-])C2(CCCCC2=O)N1O (stereo not drawn),97,0,2,2,1.4,20,-5,3,108
CC1CCN(C2=C(NS(=O)(=O)c3ccc(Br)cc3)C(=O)c3ccccc3C2=O)CC1,101,-12,5,-3,-1.9,68,0,-8,96
c1ccc(-c2ccccc2OCCCN2CCCC2)cc1,106,-73,-10,2,27,-7,1,4,103
Cn1nc(-c2ccc(Cl)cc2)c2cc(C(=O)NCC3CCCO3)sc21 (stereo not drawn),102,10,-1,2,0.1,30,2,-19,106
Cn1cccc1CC(=O)N/N=C/c1ccco1,77,3,5,-17,9.2,16,-6,-10,87
Brc1ccc(-c2nnc3n2-c2ccccc2CC3)cc1,99,8,-11,1,-2.2,9,-5,-11,101
CC(=O)n1cc(/C=N/NC(=O)c2ccc([N+](=O)[O-])cc2)c2ccccc21,101,3,8,5,-1.5,8,-14,15,104
O=C(Nc1ccc(N2CCOCC2)cc1)C1CCCCC1,82*[inhibitor],4,2,-3,-1.7,2,-7,-4,78
C(=NCCCN1CCOCC1)c1ccc2c(c1)OCO2,108,14,10,8,-2.0,24,-7,-4,105
Cc1cc(Br)ccc1OCC(=O)NNC(=O)c1cnccn1,89,10,-5,-5,-1.1,-2,-3,-4,96
O=S(=O)(O)CCS,108,-2,/,5,-0.2,/,/,/,112
CCOc1ccc2nc(NC(=O)CN3CCOCC3)sc2c1,99,2,7,-4,2.3,8,-3,-5,99
Cc1ccnc2nc(C(=O)N3CCN(S(=O)(=O)c4ccccc4)CC3)nn12,100,2,5,-1,3.5,-9,-3,0,99
O=C(Nc1nc2ccccc2n1CCOc1ccccc1)c1ccco1,103,-12,3,3,-0.6,18,-5,-13,103
N/C(=N\OC(=O)c1cc(Cl)ccc1Cl)c1ccccn1,105,-5,-12,3,-3.4,-8,-5,-5,104
O=C(CSc1nnc(-c2ccc(C(F)(F)F)cn2)s1)c1ccc(Cl)cc1,111,12,0,26,0.4,12,1,-2,113
CCOC(=O)C1=C(C)N(C)C(=O)NC1c1c(C)nn(-c2ccccc2)c1C (stereo not drawn),103,-4,-2,4,0.5,8,-2,-22,104
COc1cccc(NC(=O)NCc2cccn2C)c1,83,0,11,-7,0.2,-11,-1,-2,95
Cc1nc(SCC(=O)c2c[nH]c3ccccc23)n[nH]1,110,1,-3,4,-0.1,5,0,-2,105
COc1ccc2[nH]cc(CCn3ccc(=O)c(C)c3C)c2c1,101,1,10,9,-1.4,12,-2,0,98
COc1ccc(-c2nnc(N(C)C(=O)c3cccnc3)s2)cc1,107,12,1,7,-0.3,17,-4,-5,109
CC(=O)Nc1ccc(NC2=Nc3ccccc3N3C2=Nc2c(c(C)nn2-c2ccccc2)C3c2ccccc2)cc1 (stereo not drawn),100,-26,11,-2,28,11,-1,-2,86
COCCn1c(SCc2cnc(-c3ccccc3)s2)nnc1-c1ccncc1,105,15,-1,4,-0.1,0,-5,-22,107
COc1ccc(C2(C)NC(=O)N(Cc3cc(Cl)cc4c3OCOC4)C2=O)cc1OC (stereo not drawn),112,-45,2,1,0.1,10,2,-16,101
COc1ccc2cnnc(SCC(=O)Nc3ccc(C(C)=O)cc3)c2c1OC,99,9,13,-2,0.8,4,-4,0,97
O=C1CSC(=S)N1/N=C/C=C/c1ccccc1,110,13,39*,5,-1.2,-32,1,-41,95
O=C(CC1(O)C(=O)N(Cc2ccccc2)c2ccccc21)c1ccncc1 (stereo not drawn),96,-11,-1,-10,1.1,5,-2,-6,93
COc1ccccc1N1CCN(C(=O)Nc2cccc(Cl)c2)CC1,95,-37,1,3,-2.6,-13,-6,-29,98
O=C(N/N=C/c1cc(Cl)ccc1O)c1cccnc1,104,4,14,1,14,0,-16,2,107
N#CCC(=O)c1sccc1-n1cccc1,98,10,15,-9,0.1,4,-7,-10,91
COc1ccccc1CNC(=O)C1=CCN(S(=O)(=O)c2ccc(C)cc2)CC1,101,9,-3,-4,-1.7,-20,6,-29,98
COC(=O)c1sc(=S)n(-c2ccc(Cl)cc2)c1C,102,11,7,-2,2.4,12,1,-3,101
CCCCc1c(CCC)c(=N)c2ccccc2n1C,107,-3,-3,4,-1.9,-6,-7,2,104
C=CCOc1ccc(C2/C(=C(\O)c3c(C)[nH]c(C(=O)OC)c3C)C(=O)C(=O)N2CCN(C)C)cc1 (stereo not drawn),98,29,1,-1,-2.8,0,-1,-9,98
CC(C)(C)C(=O)Nc1ccnn1C1CCN(C(=O)c2cccc(Cl)c2)CC1,102,9,1,3,4.8,7,-2,-12,103
CCOc1cc(/C=C2\C(=N)N3N=C(C)SC3=NC2=O)ccc1OCCOc1ccccc1,103,-11,9,2,0.2,5,-2,-4,102
O=C(OCCOc1ccc(Br)cc1)c1cnccn1,100,-3,1,13,-1.1,-4,9,-1,97
COc1cccc(CNC(=O)CCC2CCCN(C(=O)c3csc(C(C)C)n3)C2)c1 (stereo not drawn),101,-3,-6,0,0.2,14,0,-32,99
COc1ccc(/C(O)=C2/C(=O)C(=O)N(CCN3CCNCC3)C2c2cccc([N+](=O)[O-])c2)cc1 (stereo not drawn),104,10,-1,6,-1.8,11,-10,-6,109
Cc1c(NC(=O)c2cc(-c3cccc(Cl)c3)on2)c(=O)n(-c2ccccc2)n1C,102,-7,-1,2,-4.1,3,-9,-27,103

# (list continues)
SMILES,MEKK3 PB1 HTS,CRFR2-BP antag,HCV NS3 hel inh,MEKK2 mut-MEK5,CRFBP-R2 agonist,SUMO HTRF inh,GalR3 antagonist,FID counter,MEKK2 WT-MEK5
Cc1ccc(/C=C/c2nnc(-c3ccccc3)o2)cc1,104,3,-4,5,-1.6,6,0,-10,100
O=C(Oc1ccc2ccc(=O)oc2c1)c1ccc([N+](=O)[O-])cc1,110,-22,-4,8,2.3,39,1,0,128
CCCC1Cc2nc(Cl)c(C#N)cc2CO1 (stereo not drawn),94,6,12,-18,-0.5,8,0,-4,94
O=C1COc2ccc(C(=O)COC(=O)C3CCN(S(=O)(=O)c4cccs4)CC3)cc2N1,114,-3,-2,3,0.6,0,-4,-7,109
Cc1ccc(C)c(NC(=O)CNC(=O)N2CC(=O)Nc3ccccc32)c1,94,-1,9,-2,-0.3,2,-8,-15,87
COC(=O)c1scc(C)c1NC(=O)c1cccc(C#N)c1,90,-12,8,-3,-6.7,-4,/,-4,99
CCOc1cc(C2CC(=O)NC3=C2C(=O)C(C(=O)OC)C(C)C3)cc(Cl)c1O (stereo not drawn),96,8,5,5,-2.6,-1,-2,2,100
CCOc1ccc(-c2nc(N)nc(C)c2-c2ccc(Cl)cc2)c(O)c1,100,-27,-15,0,0.8,-10,-3,-15,99
CCC(C)n1c(SC(C)C#N)nc2ccccc2c1=O (stereo not drawn),99,-13,-2,1,-1.2,-45,-3,-13,97
CC(Cl)C(=O)NC(=O)NC12CC3CC(CC(C3)C1)C2 (stereo not drawn),100,-29,2,10,12,-21,-4,-4,112
Cc1ccc(C#CC[N+]2(C)CCCCC2)cc1,99,3,-15,-1,0.3,8,-5,1,99
Cc1cccc(OCC(=O)NC(=S)Nc2ccccc2N2CCOCC2)c1C,100,-52,7,-4,6.1,-2,1,-2,98
CCCCCCCN1C(Nc2ccccc2)=NC[C@@H]1Cc1ccccc1,104,-1,-85,22,0.5,-14,-10,15,128

# Among those listed so far, two contain a tert-butyl group.
SMILES,MEKK3 PB1 HTS,CRFR2-BP antag,HCV NS3 hel inh,MEKK2 mut-MEK5,CRFBP-R2 agonist,SUMO HTRF inh,GalR3 antagonist,FID counter,MEKK2 WT-MEK5
CC(C)(C)c1ccc(/C=N/NC(=S)Nc2cccnc2)cc1,100,/,12,-2,/,6,/,-25,94
CC(C)(C)C(=O)Nc1ccnn1C1CCN(C(=O)c2cccc(Cl)c2)CC1,102,9,1,3,4.8,7,-2,-12,103

# Entries of single compounds from above. Order of screens: MEKK3 PB1 HTS, CRFR2-BP antag, HCV NS3 hel inh, MEKK2 mut-MEK5, CRFBP-R2 agonist, SUMO HTRF inh, GalR3 antagonist, FID counter, MEKK2 WT-MEK5
# CC(Cl)C(=O)NC(=O)NC12CC3CC(CC(C3)C1)C2 (stereo not drawn) is listed as 100, -29, 2, 10, 12, -21, -4, -4, 112
# CCCCCCCN1C(Nc2ccccc2)=NC[C@@H]1Cc1ccccc1 is listed as 104, -1, -85, 22, 0.5, -14, -10, 15, 128
# COC(=O)c1scc(C)c1NC(=O)c1cccc(C#N)c1 is listed as 90, -12, 8, -3, -6.7, -4, /, -4, 99
# Cc1ccc(C)c(NC(=O)CNC(=O)N2CC(=O)Nc3ccccc32)c1 is listed as 94, -1, 9, -2, -0.3, 2, -8, -15, 87

# Only part of the results is shown (hit frequency here may not be typical).
